# Source: PubChem BioAssay
# HCV inhibitor: blocks hepatitis C virus; Huh7.5.1 HCVcc-Cre infection, luciferase reporter, 44 h; 3.4% of 340,000 active; Potency, µM (top dose mostly 41.8 µM), inactives show top-dose activity change, negative = inhibition, most hits filed as inhibitors; further: potency means the concentration at half of the fitted maximal effect; on the % scale 0 is the no-effect control and ±100 the full control effect
#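 1,000 cells/well; 4 h culture; + compound; + HCVcc-Cre (~0.5 moi); 44 h; luciferase substrate, RT 15 min; read 15 sec.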
# FBPA Giardia inh: inhibitors of Giardia lamblia fructose-1,6-bisphosphate aldolase | 0.71% of 290,000 active | purified Giardia FBPA | Potency, µM (highest dose often 59.6 µM), without a hit: top-dose activity, negative = inhibition, usual class: inhibitors; further: potency means the concentration at half of the fitted maximal effect; on the % scale 0 is the no-effect control and ±100 the full control effect; nearly all actives have a fitted effect of over 55% in size
# Target sequence (A8B2U2 whole entry, looked up): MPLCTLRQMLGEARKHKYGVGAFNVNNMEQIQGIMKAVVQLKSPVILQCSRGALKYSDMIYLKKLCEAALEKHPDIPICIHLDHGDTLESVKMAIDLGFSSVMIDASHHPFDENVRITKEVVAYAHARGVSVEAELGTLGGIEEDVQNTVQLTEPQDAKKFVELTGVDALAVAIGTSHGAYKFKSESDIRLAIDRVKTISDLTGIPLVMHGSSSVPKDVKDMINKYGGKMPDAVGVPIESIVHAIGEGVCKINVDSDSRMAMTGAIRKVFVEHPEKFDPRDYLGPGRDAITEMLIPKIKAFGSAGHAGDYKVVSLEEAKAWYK
#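 Giardia FBPA (40 nM reagent) was preincubated 10 min at RT with compound (up to 57.5 uM final), then substrate plus GAPDH/TPI/NAD/arsenate coupling system with diaphorase/resazurin was added; resorufin fluorescence (525/598 nm) was read after 20 min.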
# Shiga inhibitor: blocks Shiga toxin action in Vero cells; Vero cells, Shiga toxin protein synthesis inhibition reporter; inhibition, % at 38.7 µM; 9.2% of 290,000 active; AID 2315; in the data active means inhibition mostly above about 28%, no sharp cut-off; inactive means mostly below about 43%; further: 0% is about no effect
# Pf growth 96h: P. falciparum growth inhibition at 96 hours | 6.9% of 320,000 active | Potency, µM (highest dose often 28.7 µM), without a hit: at the highest dose activity change, negative = inhibition, hits mostly inhibitors | P. falciparum luciferase reporter growth, 96 h; further: potency means the concentration at half of the fitted maximal effect; on the % scale 0 is the no-effect control and ±100 the full control effect
#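 Two-generation exposure (96 h) targets delayed-death phenotype. Reporter parasites carrying integrated firefly luciferase, in red cells at 2% hematocrit and 0.05% parasitemia final, kept at 37 C, 5% CO2; luminescence loss indicates inhibition.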
# Pf growth 48h: inhibits P. falciparum growth in the first generation, 48 h | P. falciparum luciferase growth in erythrocytes, 48 h | Potency, µM (highest dose often 28.7 µM), for the others: top-dose activity change, negative = inhibition, most hits filed as inhibitors | 5.9% of 310,000 active | AID 504832; further: potency means the concentration at half of the fitted maximal effect; on the % scale 0 is the no-effect control and ±100 the full control effect
#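 Here the parasites carry a stable luciferase gene and grow inside erythrocytes in Albumax-based RPMI medium with compound for one erythrocytic cycle. Activity is scored as loss of luminescent signal.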
# Cycloheximide cs: counter-screen hit for Shiga toxin inhibitors, cycloheximide | cell reporter, cycloheximide protein synthesis inhibition counterscreen | max response, % | 12% of 300,000 active | AID 2314; in the data active means max response mostly above about 13%, no sharp cut-off; inactive means mostly below about 14%; further: read at 38.3 µM for the half of the compounds with a filed dose; 0% is about no effect
# * hit, by the source's call; i = inactive; u = inconclusive; x = not tested or not shown; [ ] = another dose, or the depositor's remark. Unless noted, the call rests on the fitted dose curve; in most records, active means well fitted curve in the direction sought with a large enough effect; inconclusive means small, poorly fitted or top-dose-only effect, or another doubt; inactive means no such curve, though single readings can be large; an effect the other way counts as inactive or inconclusive.
nr	compound	HCV inhibitor	FBPA Giardia inh	Shiga inhibitor	Pf growth 96h	Pf growth 48h	Cycloheximide cs
1	COc1cc(C(=O)NCC2CCCO2)ccc1OCc1ccccc1 (configuration not stated)	3%	x	10	4%	-7%	6
2	CC1CC(O)(CC(O)(c2ccccc2)c2ccccc2)C(C)CN1C (configuration not stated)	-29%	-12%	-6	u	u	-4
3	O=C1CC(c2ccccc2)c2ccc(O)cc2O1 (configuration not stated)	-1%	-3%	-9	-25%	x	8
4	CCOc1ccc(NC(=O)CN(c2ccc(C)cc2)S(=O)(=O)c2c(C)nn(C)c2C)cc1	-9%	x	3	u	u	6
5	COc1cccc(-c2cc(C(=O)N/N=C/c3ccc(OC)c(COC(C)=O)c3)c3ccccc3n2)c1	u	-1%	13	u	u	3
6	COc1ccc(N(C(=O)c2cccnc2)S(=O)(=O)c2cccs2)cc1	-4%	-9%	-9	4%	-8%	1
7	Cc1cc(=O)[nH]c(N/N=C/c2cccc([N+](=O)[O-])c2)n1	4%	u	-7	300%[activator]	26%	-1
8	CC(=O)N1CCc2c(sc(NC(=O)c3ccc4c(c3)OCCO4)c2C#N)C1	2.8µM*	-27%	13	-22%	u	13*
9	O=C(NCC1CCCO1)c1ccc(COc2ccccc2)cc1 (configuration not stated)	-2%	x	-19	u	-1%	-1
10	O=C(O)CC/C(=N\NC(=O)c1ccccc1)c1cccs1	23%	-4%	109*	12%	26%	49*
11	CN1CCN(C(=O)CN(c2cccc(Br)c2)S(=O)(=O)c2ccccc2)CC1	5%	0%	10	12%	-3%	-4
12	Cn1nnnc1SCC(=O)N1CCCCC1	6%	1%	3	u	32%[activator]	-7
13	CCN1CCN(CCNC(=O)CCc2c(C)c3c(C)nn(-c4ccccc4)c3n(C)c2=O)CC1	16µM*	x	-5	11%	u	-1
14	O=C(OCCN1CCOCC1)c1ccc(O)cc1	-7%	-9%	x	121%[activator]	15%	-1
15	COc1ccc(OC)c(CCNC(=O)CCn2nc(C)c3c(C)n(-c4ccccc4)nc3c2=O)c1	-27%	x	16	u	-14%	-2
16	Cc1ccc(Sc2ncccc2COC(=O)Nc2ccccc2)cc1	u	-2%	-9	-15%	-5%	-1
17	O=C(NCc1ccco1)c1cc2c(s1)CCCCC2	-6%	21%	115*	x	30%	57*
18	Cc1cc(OCC(=O)N2CCOCC2)ccc1[N+](=O)[O-]	-3%	5%	58*	144%[activator]	93%[activator]	25*
19	CC(C)NC(=O)NC(=O)COC(=O)c1ccccc1F	31%[activator]	6%	-15	-11%	13%	1
20	COC/C=C/C1=CC2=CC(=O)C(C)(OC(=O)c3cnc4ccccc4n3)C(=O)C2=CN1Cc1ccc(OC)cc1 (configuration not stated)	9%	u	-2	u	u	-1
21	COc1ccccc1N1CCN(c2cc(N3CCCC3)nc(C)n2)CC1	u	-1%	-4	6%	u	-4
22	O=S(=O)(c1cnc(Cl)c(Cl)c1)N1CCCc2ccccc21	-20%	-14%	-7	3%	11%	-3
23	O=C(CN1C(=O)/C(=C/c2ccccc2)SC1=S)N1CCN(CCc2ccccn2)CC1	u	-3%	-2	u	6%	-3
24	O=S(=O)(c1cccc(-c2nnco2)c1)N1CCOCC1	7%	4%	2	17%	2%	-3
25	CC(=O)Nc1c(O)[nH]c2ccccc12	5%	0%	13	u	12%	-2
26	O=C(Nc1nc(-c2ccc(S(=O)(=O)N3CCCC3)cc2)cs1)C1COc2ccccc2O1 (configuration not stated)	2.2µM*	1%	23	-7%	9.3µM*	5
27	COC(=O)C1=C(C(=O)OC)C(c2cc([N+](=O)[O-])ccc2O)c2sc(=O)[nH]c2S1 (configuration not stated)	22%	6%	2	25%	6%	1
28	COc1ccccc1N(C(=O)NCc1ccccc1)C1=NCC(C)S1 (configuration not stated)	6%	6%	-1	-8%	x	12
29	COc1ccc(NC(=O)CSc2nc(C)cs2)cc1OC	-22%	7%	18	-27%	x	1
30	CC(=O)/C=C1\N(C)c2ccc(C)cc2C1(C)C	-20%	-4%	22	-13%	-29%	8
31	CN(C)C1=NCC(CSC(=N)N)S1 (configuration not stated)	-6%	-5%	8	u	-2%	2
32	O=C(Cc1cccs1)Nc1ccccc1F	18%	2%	91	13%	-15%[0.00184 µM]	18*
33	c1ccc(Cn2ncc3c(N4CCCCC4)ncnc32)cc1	u	-4%	-7	u	u	0
34	COc1cc(C(=O)NCCc2cn3ccccc3n2)cc(OC)c1OC	0%	-30%	-10	-6%	11%	-2
35	CC1(C)C(=O)C2(C(=O)NCc3ccccc3)CCC1C2 (configuration not stated)	30%	4%	-6	x	0%	-2
36	COc1ccc(NC(=O)C2CCC(=O)N2S(=O)(=O)c2ccc(C)cc2)cc1Cl (configuration not stated)	23%	-7%	-2	-3%	16%	-1
37	O=C(CCOc1ccccc1)Nc1cccc([N+](=O)[O-])c1	-11%	-3%	50*	1%	39%[activator]	20*
38	Nc1ccc(Sc2cnn(-c3ccccc3)c(=O)c2Cl)cc1	7%	1%	13	21%	30%	12
39	CN1CCN(c2ccc3nccnc3c2)CC1	13%	-13%	34	5%	i	31
40	O=C(CCCn1c(SCc2cc(=O)n3ccccc3n2)nc2ccccc2c1=O)NCC1CCCO1 (configuration not stated)	1%	-15%	-1	u	-23%	-1
41	C=CCc1ccc(OCCOc2cccc3ccc(C)nc23)c(OC)c1	8.9µM*	11µM*	59*	u	u	30*
42	C=CCNC(=S)NNC(=O)COc1ccc(Cl)cc1Cl	10%	11%	21	196%[activator]	8%	11
43	CC(C)(C)c1ccc(NC(=O)COC(=O)C2(C)CC2(Cl)Cl)cc1 (configuration not stated)	11µM*	-9%	77*	-20%	-11%	49*
44	C=CCOc1ccc(/C=N/O)cc1Cl	-12%	4%	50*	3.3µM*	40%[activator]	20*
45	CC(=O)c1ccc(N2CCN(C(=O)c3ccc4ccccc4n3)CC2)cc1	6%	4%	-6	-1%	22%	7
46	Cc1ccc(NC(=O)c2cccc(NC3=NC4CS(=O)(=O)CC4S3)c2)cc1 (configuration not stated)	7%	-12%	25	30%	-4%	0
47	COc1cccc(NS(=O)(=O)c2ccc3c(c2)CCCN3C(C)=O)c1	-11%	4%	3	-28%	x	-3
48	COc1ccccc1CNC(=O)[C@@H]1CCCN1S(=O)(=O)c1ccc(Cl)cc1	10%	9%	-2	1%	-10%	1
49	CCOc1ccc(-c2nnc(-c3ccccc3)o2)cc1	-7%	0%	77*	2.1µM*	50%[activator]	29*
50	Fc1ccc(-[n+]2nc(Nc3ccccc3)sc2-c2c3ccccc3cc3ccccc23)cc1	-8%[8.37 µM]	22µM*	41*	u	u	32*

# Additional entries
nr	compound	HCV inhibitor	FBPA Giardia inh	Shiga inhibitor	Pf growth 96h	Pf growth 48h	Cycloheximide cs
51	O=C(NCc1cccnc1)c1ccc([N+](=O)[O-])cc1	4%	-2%	-10	21%	u	-6
52	COc1ccc(CC(=O)N(Cc2ccccc2)c2cccc(C)c2)cc1OC	x	x	-12	10µM*	u	-1
53	CCN(CC(=O)Nc1ccccc1OC)C(=O)CCOc1ccc(C(C)(C)C)cc1	-24%	x	x	u	u	x
54	O=C(O)Cn1cnc2scc(-c3cccs3)c2c1=O	u	6%	22	u	13%	-2
55	Cc1ccccc1C(=O)N1CCC(C(=O)N2CCN(c3ncccn3)CC2)CC1	1%	x	x	1%	-14%	x
56	COc1ccc(C(=O)Nc2ccc(NC(=O)C3CC3)nc2)cc1	3%	-14%	-8	10µM*	9%	-6
57	Cc1nc2c(cc1N)nc(C)n2Cc1ccccc1	15%	7%	-4	2.6µM*	-2%	2
58	Cc1ccc(CNC(=O)CSCC(=O)O)cc1	25%	1%	-10	-17%	x	11
59	CCOC(=O)c1cc2sccc2n1CC(=O)c1ccc2c(c1)OCCO2	-8%	-2%	48	x	u	11
60	c1ccc(Cn2nnc3c(NCCN4CCOCC4)ncnc32)cc1	14%	-1%	3	-4%	-6%	0
61	COc1cc2c(cc1OC)CN(C(=O)c1ccc([N+](=O)[O-])o1)CC2	u	-23%	7	4.1µM*	u	-3
62	COc1cc(/C=C2\SC(=S)N(CC(=O)NC(C)(C)C)C2=O)cc(OC)c1OC	-27%	-5%	-14	8%	-27%	-1
63	O=C(O)c1c2c(nc3ccc(S(=O)(=O)N4CCC(C(=O)NC5CCCCCC5)CC4)cc13)CCCC2	0%	-3%	-6	u	u	4
64	COc1ccc(-n2cnnc2SCC(=O)N(C)c2ccccc2)cc1	9%	9%	-5	-14%	-1%	2
65	CC1(C)OC(C(N)=O)C(C(N)=O)O1 (configuration not stated)	13%	9%	-13	8%	35%[activator]	-1
66	COc1cc(/C=N/NC(=O)c2ccncc2)ccc1OC(C)=O	9%	-12%	-11	u	8%	-2
67	CCS(=O)(=O)c1nc(S(=O)(=O)c2ccc(Cl)cc2)c(NCCN2CCOCC2)s1	-2%	-6%	-7	6%	-7%	4
68	O=C(N/N=C/c1cc([N+](=O)[O-])ccc1N1CCNCC1)c1ccc([N+](=O)[O-])cc1	u	6%	-9	4.1µM*	u	0
69	Cc1ccc(S(=O)(=O)N(C)CC(=O)Nc2cccc3c2CCCC3)cc1	-16%	3%	-27	u	1%	-2
70	COC(=O)c1ccc(NC(=O)COC(=O)C2CC(=O)N(Cc3ccccc3)C2)cc1 (configuration not stated)	15%	5%	5	14%	-10%	-2
71	CCOc1ccc(S(=O)(=O)Nc2nc3ccccc3nc2N2CCN(C)CC2)cc1	9%	6%	-5	3.7µM*	7%	7
